Bioassay records deposited in PubChem BioAssay by National Center for Advancing Translational Sciences (NCATS).
TDP1 cell CPT: DT40-hTDP1 cell growth loss with CPT | AID 686979 | 420,000 compounds, 12% hits | chicken DT40 Tdp1-/-;hTDP1 cells + 20 nM CPT, ATP luminescence, 48 h | Potency, µM (series often up to 46.2 µM), inactives show top-dose activity change, negative = growth inhibition, hits mostly inhibitors; further: nearly all actives have a fitted effect of over 55% in size
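Cell growth measured by CellTiter-Glo luminescence after a minimum 48 h, 37 C compound exposure with 20 nM CPT in Tdp1-knockout DT40 cells stably expressing hTDP1, seeded 400/well; qHTS titration format.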
FEN1 inhibitor: inhibitors of human flap endonuclease 1; P39748; Recombinant FEN1 flap cleavage, fluorescence, 15 min; Potency, µM (highest dose often 114 µM), without a hit: at the top dose activity change, negative = inhibition, most hits filed as inhibitors; 390,000 compounds, 0.35% hits; further: nearly all actives have a fitted effect of over 65% in size
Target sequence (P39748 whole entry, looked up): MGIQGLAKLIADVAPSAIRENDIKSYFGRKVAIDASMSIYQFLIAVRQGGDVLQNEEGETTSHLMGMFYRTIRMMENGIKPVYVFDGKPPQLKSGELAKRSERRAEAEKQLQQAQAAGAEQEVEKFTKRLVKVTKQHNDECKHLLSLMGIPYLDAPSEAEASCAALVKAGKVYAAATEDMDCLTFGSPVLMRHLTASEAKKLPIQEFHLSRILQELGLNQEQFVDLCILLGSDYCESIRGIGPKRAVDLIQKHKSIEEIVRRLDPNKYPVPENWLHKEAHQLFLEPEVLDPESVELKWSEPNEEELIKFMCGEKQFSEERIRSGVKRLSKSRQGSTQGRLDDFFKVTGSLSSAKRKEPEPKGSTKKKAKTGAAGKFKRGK
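Compounds are tested as a concentration series against 10 nM FEN1; after a 15 min room-temperature preincubation, 50 nM substrate starts cleavage, with plate reads at 0 and 15 min. Normalized responses are fitted by a Hill equation.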
N370S GC mod: inhibitors or activators of N370S glucocerebrosidase for Gaucher disease. P04062. N370S GC spleen homogenate, 4MU-glucoside fluorescence. Potency, µM (highest dose often 59.4 µM), for inactives: top-dose activity change, negative = inhibition, actives largely listed as inhibitors. 330,000 compounds, 0.092% hits. AID 2101;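 further: 0% = full enzyme activity and -100% = no enzyme basal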
* hit, by the source's call; ? = inconclusive; / = no result given; & = joins results of further samples. The call rests on the fitted dose curve; in most records, active means well fitted curve in the direction sought with a large enough effect; inconclusive means small, poorly fitted or top-dose-only effect, or another doubt; inactive means no such curve, though single readings can be large; an effect the other way counts as inactive or inconclusive. Unless noted, on the % scale 0 is the no-effect control and ±100 the full control effect; potency means the concentration at half of the fitted maximal effect. The list is partial; rates above refer to the full screens.

| Molecule | FEN1 inhibitor | TDP1 cell CPT | N370S GC mod |
| --- | --- | --- | --- |
| O=C(c1cnn2c(C(F)(F)F)cc(-c3ccc(F)cc3)nc12)N1CCc2ccccc2C1 | -2% | ? | -10% |
| Cc1cccc(NC(=O)c2ccc(OC3CSC3)cc2)c1 | 7% | ? | 28% |
| O=C1CCC(C(=O)N2CCSCC2)CN1CCc1cccc(F)c1 (configuration not stated) | 5% | -6% | -10% |
| O=C(NCC1CCCO1)c1cc2c([nH]c3ccccc32)c(-c2ccc(F)cc2)n1 (configuration not stated) | -18% | 2.1µM* | ? |
| CCOc1ccc(C(=O)N2CCc3ccccc32)cc1OCC | 2% | -20% | -6% |
| COc1ccccc1C(=O)NCCC(=O)NCc1cccs1 | -2% | 16% | 2% |
| COc1ccc(C(=O)OCC(=O)NC(=O)Nc2ccccc2F)c(OC)c1 | 21% | 17% | / |
| COc1ccc(OC)c(CNC(=O)C2CCN(S(=O)(=O)c3cn(C)cn3)CC2)c1 | 23% | -11% | / |
| Cc1ccccc1S(=O)(=O)NCc1cccnc1 | 3% | -5% | -26% |
| Cc1[nH]c(=O)[nH]c(=O)c1S(=O)(=O)Nc1ccc(F)cc1F | -6% | -3% | -14% |
| COc1ccc(CC(=O)NCCc2csc(-c3cccc(C)c3)n2)cc1 | -11% | ? | / |
| O=C(NC1CCS(=O)(=O)C1)c1ccccc1C(=O)c1ccccc1 (configuration not stated) | 7% | -11% | 1% |
| COC(=O)CN(CCc1ccccc1)S(=O)(=O)c1ccc(OC)c(OC)c1 | -3% | -2% | 0% |
| COCCn1c(SCC(=O)N2CC(C)OC(C)C2)nc2c([nH]c3ccccc32)c1=O (configuration not stated) | 23% | -20% | 2% |
| Cc1cc(NC(=O)Nc2ccccc2)n(C(C)(C)C)n1 | 0% | 2% | -15% |
| COc1ccc(CCNC(=O)CCn2c(=O)c3ccccc3n(Cc3cc(C)ccc3C)c2=O)cc1OC | -1% | -12% | / |
| COc1ccc(NC(=O)Nc2ccc3c(c2)CC(=O)N([C@H](C)CO)C[C@H](C)[C@H](CN(C)Cc2ccc(C(=O)O)cc2)O3)cc1 | 0% | -13% | / |
| CCCCn1c(N)c(N(Cc2ccccc2)C(=O)COc2ccccc2F)c(=O)[nH]c1=O | 0% | -2% | 2% |
| O=C(NCc1ccc2c(c1)OCO2)C1CCN(S(=O)(=O)c2cccc3nsnc23)CC1 | 3% | -5% | 4% |
| O=C1OCC(CO)(CO)N=C1NNc1ccccc1Cl | -5% | -13% | 7% |
| CN(C)c1ccc(C(=S)N2CCCCC2)cc1Br | -1% | 1% | 24% |
| COC(=O)c1ccc(NC(=S)Nc2ccc3ccccc3c2)cc1 | 10% | -15% | 4% |
| CC(C)(C)NC(=O)C(c1ccc(-c2ccccc2)cc1)N(C[C@H]1CC[C@@H]([C@@H]2CC[C@H](CO)O2)O1)C(=O)c1ccc(C(C)(C)C)cc1 (some centres not stated) | -26% | ? | / |
| O=S(=O)(c1ccc(C2=CSC3=NCCN23)cc1)N1CCOCC1 | 9% | -2% | ? |
| COCC(=O)N1CCC(Oc2ccc(C(=O)N(C)Cc3nccs3)cc2)CC1 | 7% | -28% | 5% |
| O=C(CCC(=O)NC1CCCCC1)NCc1ccc(F)cc1 | -5% | 8% | 0% |
| COCCN1C(=O)C(O)=C(C(C)=O)C1c1ccc(OC)c(OC)c1 (configuration not stated) | 3% | 5% | 0% |
| CCOC(=O)C(=O)Nc1nnc(SCc2ccc(F)cc2)s1 | -2% | -18% | 17% |
| CON(c1nc(N(C)C)nc(N(C)C)n1)S(=O)(=O)c1ccccc1Cl | -2% | -30% | 28% |
| CCc1ccc(NC(=O)c2ccc3c(=O)n4nc(Nc5ccccc5C)sc4nc3c2)cc1 | -6% | 23µM* | / |
| CSc1ncccc1C(=O)Nc1cccc(C)n1 | 16% | -4% | -3% |
| O=C(NCC1OCCc2ccccc21)C1COc2ccccc2O1 (configuration not stated) | -5% | 2% | -5% |
| Cc1cc(C)cc(OCC(=O)Nc2ccc(N3CCCC3)cc2)c1 | 1% | ? | -4% |
| CCC1=Nc2cc(C(=O)NCCCN3CCOCC3)ccc2Sc2ccccc21 | -10% | -17% | -19% |
| O=C(c1ccncc1)N1CCC2(CC1)CN(c1ncccn1)C2 | / | 4% | 1% |
| O=C(c1ccc(F)cc1)C1CCN(C(=S)Nc2ccccc2Cl)CC1 | -20% | -26% | 6% |
| Cc1ccc(C(C)C)c(OCc2nn(CC(=O)c3ccc(OC(F)F)cc3)c3[n+]2CCCCC3)c1 | 0% | 0.58µM* | 4% |
| CS(=O)(=O)N(CC(=O)NCCSCc1c(F)cccc1Cl)c1cccc([N+](=O)[O-])c1 | 2% | 15% | -3% |
| CC(C)CC1NC(=O)N(CC(=O)N(C)C2CCCCC2)C1=O (configuration not stated) | 20% | -5% | / |
| CN(Cc1cn(C)nc1-c1ccc(Oc2ccccc2)cc1)CC1COCCO1 (configuration not stated) | -13% | ? | -11% |

The final two records of the part above are carried over, then new ones follow:
| Molecule | FEN1 inhibitor | TDP1 cell CPT | N370S GC mod |
| --- | --- | --- | --- |
| CC(C)CC1NC(=O)N(CC(=O)N(C)C2CCCCC2)C1=O (configuration not stated) | 20% | -5% | / |
| CN(Cc1cn(C)nc1-c1ccc(Oc2ccccc2)cc1)CC1COCCO1 (configuration not stated) | -13% | ? | -11% |
| Cc1ccc(C(=O)c2cc([N+](=O)[O-])ccc2N2CCN(C)CC2)cc1 | -4% | 5.8µM* | -18% |
| Cc1ccc2c(c1)C(c1ccncc1)=NNC(c1cccnc1)=N2 | 2% | -1% | -5% |
| N#C/C(=C\C=C\c1ccccc1)C(=O)NCc1ccco1 | 4% | -8% | 4% |
| O=C(NCCc1ccccc1)C1CCCN1C(=O)Nc1cccc(Cl)c1 (configuration not stated) | 5% | ? | 3% |
| O=C(NCC(=O)N1CCCCCCC1)c1ccco1 | -3% | -12% | / |
| O=C(CN(Cc1ccco1)C(=O)c1cc(=O)[nH]c2ccccc12)Nc1ccccc1C(F)(F)F | 4% | 6% | -14% |
| CC(NC(=O)C(C)N1CCN(S(=O)(=O)c2ccccc2)CC1)c1ccccc1 (configuration not stated) | -6% | -15% | / |
| Cc1cccc(C(=O)Nc2ccc(C(=O)OCc3cc(=O)n4c5c(sc4n3)CCCC5)cc2)c1 | 14% | -15% | / |
| CC(=O)c1ccc(Oc2cc(-c3ccccc3)nc(-c3ccccc3)n2)cc1 | -17% | 0% | 4% |
| O=C(NCc1ccco1)C(c1ccccc1F)N(CC1CCCO1)C(=O)Cn1nnc2ccccc21 (configuration not stated) | -5% | -30% | 18% |
| CC(=O)N1CCCc2cc(S(=O)(=O)N3CCC(C(=O)NCc4ccccc4)CC3)ccc21 | 1% | ? | / |
| CC(=O)c1ccc(N(C(=O)Cc2c[nH]c3ccccc23)C(C(=O)NC2CCCCC2)c2cccs2)cc1 (configuration not stated) | ? | ? | 3% |
| Cc1ccccc1N(CC(=O)NC1CCCCC1)C(=O)CCC(=O)Nc1nccs1 | 5% | 3% | -5% |
| C=CCOc1ccccc1CNCCc1ccc(S(N)(=O)=O)cc1 | 5% | -19% | -3% |
| CC(C)(C)OC(=O)C[C@H]1C/C=C\C[C@@H](CC(=O)NCCO)C(=O)NC[C@H](c2ccccc2)OC1=O | -3% | 4% | / |
| CC1=CC2=NC(=O)CC(C)(C(=O)N(CC(=O)NC3CCCC3)c3ccccc3F)N2C=C1 (configuration not stated) | -2% | 13% | -12% |
| Cn1cc(CNC(=O)C2CCC(=O)N(Cc3ccc(Cl)cc3)C2)cn1 (configuration not stated) | -2% | -4% | -11% |
| O=C(CN1C(=O)/C(=C2\SC(=S)N(CCS(=O)(=O)O)C2=O)c2ccccc21)Nc1cccc(Br)c1 | ? | 3% | -11% |
| COc1cccc2c1C(=O)c1c(O)c3c(c(O)c1C2=O)C[C@@](O)(C(=O)CO)C[C@@H]3OC1CC(N)C(O)C(C)O1 (some centres not stated) | 6.3µM* | 0.29µM* | / |
| COc1ccc(NC(=O)Cn2cnc3sc(C)c(S(=O)(=O)N4CCOCC4)c3c2=O)cc1Cl | -3% | 1% | -5% |
| CS(=O)(=O)Nc1cccc(-c2ccc3ncnc(NC4CC4)c3c2)c1 | / | 8.2µM* | -10% |
| CCOc1ccc(NS(=O)(=O)c2cc(NC(=O)c3ccc(C)cc3)ccc2Cl)cc1 | ? | 3.7µM* | 5% |
| O=C(C1CC(c2cccc(Br)c2)=NO1)N1CCc2ccccc2C1 (configuration not stated) | -3% | 0% | 6% |
| CC1(C)CNC(=O)c2sc(NC(=O)c3ccccc3Cl)nc2C1 | 18% | -27% | 27% |
| CCOc1ccc(OCCCCN(C)C)cc1 | 12% | 0% | 4% |
| CN(C)c1ccc(-c2nccc(NCc3cccs3)n2)cc1 | / | 21µM* | -21% |
| CNC[C@@H]1Oc2ccc(NC(=O)Nc3ccccc3)cc2C(=O)N([C@@H](C)CO)C[C@H]1C | -5% | -8% | / |
| Cc1nn(-c2ccc(F)cc2)c2sc(C(=O)OC3CCOC3=O)cc12 (configuration not stated) | -16% | -9% | 24% |
| CCn1c(SCC(=O)Nc2nc3ccccc3s2)nc2c(c1=O)SC(C)C2 (configuration not stated) | -5% | 0.73µM* | 26% |
| COCCN(C)Cc1cn(-c2ccc(F)cc2F)nc1-c1ccccc1C | 2% | -24% | 1% |
| COc1ccccc1CNc1cncnc1 | 5% | -9% | 1% |
| C/C(=N/NC(=O)c1ccc(Br)o1)C(C)C | -5% | 0% | 1% |
| O=C(N/N=C/c1ccc(OC(=O)c2ccc3c(c2)OCO3)cc1)c1cncc(Br)c1 | -2% | -14% | 0% |
| CSc1ncc(Cl)c(C(=O)Nc2ccccc2C)n1 | 3% | 0% | -9% |
| COc1ccc(/C=C2\C(=O)NCC(=O)N2C)cc1 | 15% | ? | -2% |
| COC(=O)c1cc(C(=O)OC)cc(N2C(=O)CC(N3CCN(c4ccccc4)CC3)C2=O)c1 (configuration not stated) | -7% | ? | -2% |
| O=C(O)c1ccccc1C(=O)NCCc1c(C(=O)O)[nH]c2ccc(F)cc12 | 1% | 2% | -2% |
| CCCc1cc(C(=O)NC(C)C2CCCO2)cs1 (configuration not stated) | -6% | 5% | 0% |
| Cc1cc(NC(=O)COC(=O)c2ccc(S(=O)(=O)N3CCCC3)cc2)no1 | 8% | 10% | 0% |
| CC1CCN(Cc2c(C(=O)N/N=C/c3cc(Cl)ccc3O)nnn2-c2nonc2N)CC1 | -3% | 4.6µM* | -7% |

No new results follow: 3 of the compounds above.
| Molecule | FEN1 inhibitor | TDP1 cell CPT | N370S GC mod |
| --- | --- | --- | --- |
| COc1ccccc1CNc1cncnc1 | 5% | -9% | 1% |
| C/C(=N/NC(=O)c1ccc(Br)o1)C(C)C | -5% | 0% | 1% |
| O=C(N/N=C/c1ccc(OC(=O)c2ccc3c(c2)OCO3)cc1)c1cncc(Br)c1 | -2% | -14% | 0% |

(listing goes on)
| Molecule | FEN1 inhibitor | TDP1 cell CPT | N370S GC mod |
| --- | --- | --- | --- |
| CCCS(=O)(=O)N1CCCC(C(=O)NCCCN2CCN(c3ccccc3F)CC2)C1 (configuration not stated) | 1% | -18% | -21% |
| CN(C)c1ccc(/C=N/NC(=O)CCCCCNC(=O)c2ccccc2)cc1 | 8% | ? | 1% |
| CCc1cccc(NC(=O)C2CCN(S(=O)(=O)c3ccc4[nH]c(=O)ccc4c3)CC2)c1 | 0% | -8% | 1% |
| Cc1ccc(Nc2c(-c3ccc(N4CCOCC4)cc3)nc3c(C)cccn23)cc1 | 0% | 16µM* | / |
| COc1cc(NC(=S)NCc2ccco2)c(OC)cc1Cl | -2% | -2% | 5% |
| COc1ccc(NC(=O)COc2cccc(-n3cnnn3)c2)cc1 | -3% | -3% | -1% |
| COc1ccc(CNC(=O)c2cc3c(=O)n4ccccc4nc3n(CC3CCCO3)c2=N)cc1 (configuration not stated) | 4% | ? | 17% |
| CCCCN1CCNC[C@@H]1c1ccccc1 | -16% | 14% | / |
| COc1ccccc1NC(=S)N1CCC(c2nc3cc(C)c(C)cc3[nH]2)CC1 | 13% | ? | 5% |
| CC(C)Cn1cnc2c(SCCc3ccccc3)nc(N)nc21 | -17% | ? | / |
| COc1ccc(CCN(C(=O)c2ccco2)C(C(=O)NC2CCCC2)c2ccncc2)cc1OC (configuration not stated) | -1% | -14% | 3% |
| Cc1cc(C(=O)c2ccccc2)c(NC(=O)CN2CCOCC2)s1 | 0% | -19% | 6% |
| NC(=O)NCC1CC1 | 15% | 1% | -10%&7% |
| Cc1ccnc2nc(C(=O)OCC(=O)N(Cc3ccccc3)C(C)C)nn12 | -4% | 2% | / |
| COc1ccc(CCNC(=O)c2c(O)c3ccccc3[nH]c2=O)cc1OC | 8% | 0% | -7% |
| Cc1ccc(S(=O)(=O)N2CC(C)N(C(=O)N3CCOCC3)C2C)cc1 (configuration not stated) | 16% | 5% | -6% |
| COc1ccc(C(CNC(=O)c2cccc(S(=O)(=O)N3CCOCC3)c2)N2CCCC2)cc1 (configuration not stated) | 17% | 7% | / |
| CCCN1Cc2cccc(C(=O)Nc3ccc(S(=O)(=O)N4CCCCCC4)cc3)c2C1=O | 7% | ? | -1% |
| CC1=NN(C(N)=S)C(=O)C1N=Nc1cc(Cl)ccc1Cl (configuration not stated) | -10% | -94% | -8% |
